High-throughput results: PubChem, Broad Institute
ERAP1 HTS inh = inhibitors of human ERAP1 aminopeptidase; inhibition, % at 10.7 µM; AID 652197; recombinant ERAP1, Leu-AMC fluorescence, 60 min; hit rate 0.15% among 340,000; Q9NZ08;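 active means mean replicate inhibition of at least 30%, or all replicates individually reaching that 30% level; inactive means mean below 30% and not every replicate reaching it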;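 further: 0% = neutral control wells and 100% = L-leucinethiol positive control wells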
XiGFP reactiv = X-chromosome reactivation activator; XiGFP mouse fibroblasts, % GFP-positive cells imaging, 3 d; cells co-treated with 5-aza-dC sensitizer; scaled so ellipticine positive control = 100%; activation, % at 7.58 µM; hit rate 0.055% among 360,000;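 active means mean normalized replicate activation at least 10% and every replicate at or above 10%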;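 further: 0% = median of on-plate neutral control wells and 100% = ellipticine 6 µM median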
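Schedule: 3 d treatment, 15 min room-temperature fixation; system: 68-5-11 XiGFP fibroblast line; buffer or medium: DMEM plus 5-aza-dC sensitizer; control set: ellipticine 6 µM positive control; compound: one concentration, pinned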
S100A4 MyoIIA = blocks human S100A4 binding to myosin IIA peptide; P26447; S100A4/TAMRA-MyoIIA peptide fluorescence polarization; inhibition, % at 10.7 µM; hit rate 0.14% among 360,000;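 active means mean inhibition of at least 70% across replicates, with every replicate also reaching that level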
Target sequence (P26447 whole entry, looked up): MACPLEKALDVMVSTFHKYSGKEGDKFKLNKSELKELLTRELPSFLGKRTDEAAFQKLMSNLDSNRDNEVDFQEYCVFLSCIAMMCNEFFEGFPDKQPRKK
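assay system = human S100A4 monomer with TAMRA-labelled myosin IIA peptide | also added = labelled myosin peptide probe, 5 nM | incubation = 5 min between mix addition and reading | control set = DMSO and TFP controls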
LGR2 inh = blocks bursicon-induced cAMP signaling via Drosophila LGR2. hit rate 0.35% among 380,000. inhibition, % at 9.99 µM. HEK293 LGR2, CRE-luciferase, bursicon-stimulated, 4 h;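 active means drop in luminescence signal, shown as inhibition above about 50% in the replicate tests, limit read from the data, passing the limit was not always enough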;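 further: agonist challenge used bursicon conditioned medium at about half maximal strength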
Cneo AK release = Cryptococcus neoformans lysis via adenylate kinase release; hit rate 0.2% among 360,000; lysis activity, % at 15 µM; AID 651654; C. neoformans lysis, adenylate kinase release luminescence, 4 h; normalised: neutral wells 0, clomiphene wells 100;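 active means mean lysis activity across replicates of at least 80%, whatever share of replicates individually reach that level; inactive means mean lysis activity below 80%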
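Assay system: log-phase C. neoformans yeast / Quantity: yeast cell density of 5 × 10^6 cells/mL / Medium: fresh YPD growth medium / Compound: single dose / Timing: static 4 h at 37 °C with compound, 1 h detection / Measured by: adenylate kinase release luminescence / Read-out: lysis from increased AK signal / Benchmarks: Clomiphene as positive lysis control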
SIRT5 block = inhibitors of human sirtuin-5 desuccinylase | hit rate 1.1% among 330,000 | Q9NXA8 | inhibition, % at 15 µM | Purified SirT5, succinyl-peptide AMC, trypsin-coupled fluorescence; in the data active means inhibition above about 15%
Target sequence (Q9NXA8 whole entry, looked up): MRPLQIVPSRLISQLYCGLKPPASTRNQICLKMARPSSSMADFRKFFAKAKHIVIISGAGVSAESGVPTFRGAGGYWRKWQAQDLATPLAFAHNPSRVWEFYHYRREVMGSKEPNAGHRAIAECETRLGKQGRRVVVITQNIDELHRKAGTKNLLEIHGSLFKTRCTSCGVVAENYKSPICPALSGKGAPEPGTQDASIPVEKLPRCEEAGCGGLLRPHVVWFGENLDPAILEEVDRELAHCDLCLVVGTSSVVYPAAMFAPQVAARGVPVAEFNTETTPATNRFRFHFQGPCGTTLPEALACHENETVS
PGC1a acetyl inh = PGC1a acetylation modulation, inhibitor mode. U2OS PGC1a acetylation, AlphaScreen anti-acetyl-lysine; with virally co-expressed GCN5 acetyltransferase. inhibition, % at 15.6 µM. hit rate 0.17% among 350,000;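 active means every replicate shows inhibition of at least 40%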;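 further: 0% = neutral control wells and 100% = positive control wells; some results beyond the cut were filed as inactive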
C2C12 statin = suppression of simvastatin myotoxicity; C2C12 myotubes + simvastatin, ATP luminescence, 48 h; scaled: DMSO 0, geranylgeraniol control 100; rescue of ATP level, % at 7.49 µM; hit rate 0.78% among 330,000; AID 602340;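 active means mean ATP rescue above about 67%, or every replicate alone reaching that limit, limit read from the data, passing the limit was not always enough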;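 further: myotubes were challenged with 10 µM simvastatin during compound exposure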
* = called active by the depositor; x = not tested or not shown; & = joins results of further samples.

The line under a structure holds: ERAP1 HTS inh | XiGFP reactiv | S100A4 MyoIIA | LGR2 inh | Cneo AK release | SIRT5 block | PGC1a acetyl inh | C2C12 statin
> C[C@@H](NC(=O)[C@H]1[C@H](CO)[C@H]2Cn3c(ccc(C4=CCCCC4)c3=O)[C@@H]1N2)c1ccccc1
  3 | 0.1 | 0 | 5 | 0 | -9 | -1 | -6
> CCOc1ccc(N/N=C(/C#N)C(N)=O)cc1
  7 | x | -6 | -11 | 1 | 1 | -7 | 9
> O=c1nccc(SCc2ccc(Cl)cc2Cl)[nH]1
  -2 | 0.1 | -30 | 5 | -1 | -5 | x | -6
> CC(C)(C)OC(=O)C[C@H]1C/C=C\C[C@@H](CC(=O)N[C@H](CO)Cc2ccccc2)C(=O)N2CCC[C@H]2COC1=O
  -5 | -0.1 | 1 | 2 | 1 | -1 | 9 | -8
> O=C(C[C@H]1C[C@H]2c3cc(NC(=O)NC4CCCC4)ccc3O[C@H]2[C@@H](CO)O1)NCc1ccccc1
  -2 | -0.1 | 10 | -15 | 8 | -1 | -14 | 2
> S=c1[nH]c2ccccc2n1Cc1ccccc1
  -2 | 0.0 | -11 | 12 | 10 | -4 | x | 15
> CCOC(=O)C1=C(C)OC(N)=C(C#N)C1c1cc2c(cc1[N+](=O)[O-])OCO2 (stereo not drawn)
  -1 | 0.1 | 4 | -28 | x | -7 | x | x
> O=C(Cn1cc(COc2cccc([N+](=O)[O-])c2)nn1)c1ccc(O)cc1
  0 | -0.1 | 3 | -21 | -6 | -3 | x | -2
> Cc1ncsc1CCOC(=O)c1cccc([N+](=O)[O-])c1
  -4 | 0.4&1.9 | 1 | -14&-9 | x | 1 | 5&-2 | x
> C[C@@H]1CN([C@@H](C)CO)C(=O)c2cccc(NC(=O)c3ccc(-c4nccs4)cc3)c2O[C@@H]1CN(C)CC1CC1
  1 | -1.2 | -6 | 18 | 1 | 3 | 7 | 1
> CCN1C(=O)N[C@@H](CCc2ccccc2)[C@H](C(=O)OC)[C@H]1C
  x | -0.2 | -4 | 7 | -2 | x | x | 2
> N#Cc1cccnc1N1CCN(C(=O)c2cccc3c2C(=O)c2ccc(-c4ccc(F)cc4OCc4ccccc4)cc2S3(=O)=O)CC1
  3 | 0.1 | -5 | -27 | -1 | x | x | 16
> COc1cccc(NC(=O)N[C@@H]2CC[C@H](CC(=O)NCc3ccncn3)O[C@@H]2CO)c1
  1 | -0.5 | 4 | 3 | -2 | -6 | 4 | -6
> CCCN(C)C[C@@H]1Oc2cc(C#CC3CCCC3)ccc2S(=O)(=O)N([C@@H](C)CO)C[C@@H]1C
  -11 | -0.1 | -3 | 7 | 14 | -3 | -13 | -25
> CCCC1=[N+](CC(C)=O)CCn2c(C)ccc21
  -1 | 0.1 | 0 | 7 | x | 0 | x | x
> Cc1ccc(S(=O)(=O)N2CCCC2CNC(=O)C(=O)Nc2ccc(F)cc2F)cc1 (stereo not drawn)
  0 | 0.0 | -1 | 7 | -6 | 1 | -3 | 13
> CCOc1ccc(Br)cc1S(=O)(=O)N1CCC(C(=O)O)CC1
  4 | 0.0 | -4 | -3 | x | -2 | -1 | x
> C[C@H]1CCCCO[C@H](CN(C)C(=O)c2ccccc2)[C@@H](C)CN([C@@H](C)CO)C(=O)c2cc(N(C)C)ccc2O1
  4 | 0.0 | -28 | -8 | 0 | -1 | 3 | 19
> CC1Nc2ncnc(N3CCN(c4ccccn4)CC3)c2N(Cc2ccccc2)C1=O (stereo not drawn)
  -1 | 0.0 | -6 | 2 | 0 | x | -13 | -6
> Cc1nc(-c2ccc(F)cc2)c(CC(=O)N2CCN(S(=O)(=O)c3cccc([N+](=O)[O-])c3)CC2)s1
  1 | 0.0 | -3 | -7 | x | 3 | 6 | 6
> Cn1c(/N=C/c2cccs2)nc2ccccc21
  -2 | x | 3 | 13 | 1 | -1 | 22 | -1
> CCOc1ccccc1NC(=O)CSc1nc2[nH]ncc2c(=O)[nH]1
  0 | 0.4 | 2 | 16 | x | 0 | x | x
> COc1ccc(S(=O)(=O)N2CCOCC2)cc1NC(=O)CSc1ccccc1
  -1 | 0.1 | -12 | -7 | 1 | 0 | 0 | 3
> COc1ccccc1CNC(=O)c1cc(-c2ccccc2)nn1CC1CC(c2cccc([N+](=O)[O-])c2)=NO1 (stereo not drawn)
  0 | -0.1 | -9 | 9 | 0 | x | -19 | x
> COc1ccc(-c2cc(NC=O)c3ncc(-c4ccc(C(C)=O)cc4)n3c2)cn1
  3 | -0.1 | -17 | 5 | 0 | -5 | 5 | -12
> CCN(CC)S(=O)(=O)c1cccc(NC(=O)CNC2CCCCCC2)c1
  3 | 0.0 | -3 | -4 | 0 | -5 | -2 | 1
> Cc1ncc(CN2CCCC(C(=O)Nc3ccc(-c4ccco4)cc3)C2)cn1 (stereo not drawn)
  -5 | 0.0 | -5 | 5 | -2 | 1 | 8 | 10
> CCCN(CCC)CCCNC(=O)c1cn(CC)c2ccc(S(=O)(=O)N(C)C3CCCCC3)cc2c1=O
  8 | 0.2 | 1 | 4 | 0 | 4 | 1 | -3
> C=C(C)[C@@H]1CC[C@]2(C(=O)O)CC[C@]3(C)C(CCC4[C@@]5(C)CC[C@H](O)C(C)(C)C5CC[C@]43C)C12 (stereo partly drawn)
  -2 | x | 0 | x | -1 | -1 | 6 | -109
> CCc1ccc(NC(=S)N(CCN(C)C)C(C)c2ccncc2)cc1 (stereo not drawn)
  -2 | 0.1 | 2 | 6 | x | 2 | -3 | 9

Some values from the results shown:
COc1ccc(-c2cc(NC=O)c3ncc(-c4ccc(C(C)=O)cc4)n3c2)cn1 in SIRT5 block shows -5
O=C(Cn1cc(COc2cccc([N+](=O)[O-])c2)nn1)c1ccc(O)cc1 in Cneo AK release shows -6

Further records
The line under a structure holds: ERAP1 HTS inh | XiGFP reactiv | S100A4 MyoIIA | LGR2 inh | Cneo AK release | SIRT5 block | PGC1a acetyl inh | C2C12 statin
> Cc1cc(C(F)(F)F)n2nc(-c3cnn(C)c3C(F)(F)F)c(Br)c2n1
  5 | -0.1 | 3 | -14 | x | -2 | 14 | x
> C[C@@H]1CN([C@H](C)CO)C(=O)c2cc(NC(=O)Nc3cccc4ccccc34)ccc2O[C@@H]1CN(C)S(=O)(=O)c1ccc(F)cc1
  5 | 0.0 | -6 | -4 | 49 | 4 | -2 | 2
> COC(=O)c1c(NC(=O)C(C)(C)C)sc2c1CCN(Cc1ccccc1)C2
  7 | 1.4 | -1 | 13 | 12 | -2 | x | -9
> C[C@H]1CN([C@@H](C)CO)S(=O)(=O)c2ccc(C#CC3(O)CCCC3)cc2O[C@@H]1CN(C)C
  9 | -0.1 | 7 | -9 | 2 | -1 | 4 | -1
> O=C(OCCc1cc2ccccc2c(=O)o1)c1cccs1
  -2 | 0.1 | -2 | -100 | -2 | 13 | 4 | -10
> COc1ccc(NC(=O)CCCN2C(=O)C3CC=CCC3C2=O)cc1 (stereo not drawn)
  0 | 0.0 | 3 | -8 | -5 | -6 | 14 | 5
> Clc1ccc(COc2ccccn2)cc1Cl
  x | x | x | -14 | -6 | x | -10 | 11
> O=C(C1CCC1)N1C[C@@H]2[C@H](c3ccccc31)[C@@H](CO)N2C(=O)Nc1cccc(F)c1
  -3 | 0.0 | -4 | -5 | -1 | 2 | -5 | 10
> Cc1nc(NC(C)(C)CO)c([N+](=O)[O-])cc1[N+](=O)[O-]
  3 | 0.5 | 4 | -26 | -3 | 5 | -5 | 16
> COC(=O)[C@]12CCCCC=C1N(Cc1ccc(Cl)cc1Cl)C(=O)[C@H](CC(=O)NCC1CCCCC1)C2
  0 | -0.1 | 2 | 9 | x | 4 | x | x

The list goes on, overlapping the part above by 2 compounds.
The line under a structure holds: ERAP1 HTS inh | XiGFP reactiv | S100A4 MyoIIA | LGR2 inh | Cneo AK release | SIRT5 block | PGC1a acetyl inh | C2C12 statin
> Cc1nc(NC(C)(C)CO)c([N+](=O)[O-])cc1[N+](=O)[O-]
  3 | 0.5 | 4 | -26 | -3 | 5 | -5 | 16
> COC(=O)[C@]12CCCCC=C1N(Cc1ccc(Cl)cc1Cl)C(=O)[C@H](CC(=O)NCC1CCCCC1)C2
  0 | -0.1 | 2 | 9 | x | 4 | x | x
> COc1ccc(-n2nc(C(=O)NCC(=O)NC3CCCC(C)C3C)c3ccccc3c2=O)cc1 (stereo not drawn)
  0 | 0.0 | -4 | 11 | -2 | 1 | x | -7
> Cc1cccc(S(=O)(=O)N(C)C[C@H]2OCc3cnnn3CCCC(=O)N([C@@H](C)CO)C[C@H]2C)c1
  0&0 | 0.2&-0.4 | 3&5 | 8&4 | -1&-1 | 1&-5 | -6&3&5 | -2&-19&3
> NC(=O)c1cccnc1Nc1cccc([N+](=O)[O-])c1
  -2 | 0.3 | -6 | -53 | x | x | -9 | x
> CN(C)CC(=O)N1[C@H](CO)[C@@H](c2ccccc2)C12CN(CC1CCOCC1)C2
  -2 | 0.2 | 2 | -7 | x | -2 | -6 | x
> CCCn1c(=O)n(C)c(=O)c2c(SCC(=O)NCC(c3ccccc3)N(C)C)nc(CC(C)C)nc21 (stereo not drawn)
  -1 | 0.4 | -2 | -18 | 2 | 0 | -1 | -3
> COc1cccc(NC(=O)N2CC(=O)N3[C@H](CO)[C@H](c4ccc(Br)cc4)[C@H]3C2)c1
  0 | 0.0 | -7 | -8 | x | 1 | -8 | x
> Cc1nc(-c2ccc(Cl)cc2)sc1C1(C)CC(c2ccccc2)=NO1 (stereo not drawn)
  -1 | -0.1 | -2 | -51 | -2 | -3 | x | -5
> O=C(Nc1ccccc1)NC1CCCCC1
  x | x | x | -7 | 1 | x | -5 | -6
> CCN(CC)c1nc(-c2ccccc2)nc2c1sc(=S)n2CC
  7 | 0.4 | -1 | -6 | x | -6 | 8 | x
> C/C(=N/NC(N)=S)c1cc2ccc(O)cc2oc1=O
  -112 | -0.1 | -9 | -3 | -4 | -11 | 4 | -6
> CCOc1ccc(C2C(C(C)=O)=C(O)C(=O)N2CCc2c[nH]c3ccccc23)cc1 (stereo not drawn)
  -2 | 0.0 | 1 | 2 | x | 3 | 1 | x
> O=S(=O)(c1ccccc1)c1cc(O)ccc1O
  3 | -0.7 | 1 | 10 | 2 | -3 | x | 2
> COc1ccc(NC2CCCN(C(=O)CCCN3CCCCC3=O)C2)cc1 (stereo not drawn)
  1 | 0.2 | -4 | -5 | 0 | -4 | 8 | -3
> C[C@H]1CCCCO[C@H](CN(C)C(=O)Nc2ccc(C(F)(F)F)cc2)[C@@H](C)CN([C@@H](C)CO)C(=O)c2cc(NC(=O)c3ccncc3)ccc2O1
  0 | 0.4 | -9 | -2 | -14 | 12 | 9 | x
> CSc1ccc(CN2CCC(n3nccc3NC(=O)CCCc3ccccc3)CC2)cc1
  -5 | 0.0 | -1 | 0 | -2 | -3 | x | 1
> CCN1[C@@H]2c3ccc(-c4ccccc4OC)c(=O)n3C[C@@H]2[C@@H](CO)[C@@H]1C(=O)NCc1ccc(F)cc1
  -2 | 0.3 | 1 | -11 | -5 | 2 | x | -12
> COc1ccc(S(=O)(=O)N[C@@H]2CC[C@@H](CC(=O)NCc3ccccc3F)O[C@@H]2CO)cc1
  -3 | -0.5 | -5 | -6 | 1 | 1 | -12 | 2
> O=C(C(=O)N1CCN(S(=O)(=O)c2ccc(OC(F)(F)F)cc2)CC1)c1cccc(C(F)(F)F)c1
  6 | 0.4 | -1 | -4 | x | x | x | x
> Cn1ncc(Cl)c1C(=O)N1CCN(c2ccc(Cl)c(Cl)c2)CC1
  -1 | 0.8 | 7 | 11 | 4 | -3 | -10 | x

Only part of the results is shown; rates above refer to the full screens.
